Assay outcomes as filed in PubChem.
IEC-6 tox: kills IEC-6 intestinal cells in KLF5 counter-screen. IEC-6 cytotoxicity, luminescence viability. inhibition, % at 5 µM. actives 0.78% (n = 290,000). AID 1825; in the data active = inhibition above about 22%;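 note: 0% = plate median of test compound wells and 100% = cytotoxic reference compound wells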
KLF5 inhibitor: kruppel-like factor 5 inhibition | inhibition, % at 5 µM | AID 1700 | actives 0.23% (n = 290,000) | DLD-1 KLF5 promoter-luciferase reporter, luminescence;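 active = inhibition above a per-plate limit of that plate's mean compound inhibition plus 3 SD, cut at about 60% in these data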;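 note: 0% = DMSO wells and 100% = LY294002 at 200 µM; higher means less KLF5 promoter-driven luciferase light; inactives centre near -14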
MrgX1 antagonist: blocks BAM8-22 activation of human MrgX1 receptor | Q96LB2 | MRGX1-HEK293 calcium flux, Fluo-4, BAM8-22 antagonism; hits give low values | B-score at 10 µM | actives 1.3% (n = 310,000) | AID 588676;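 active = calcium-response B-score plate-corrected more than 3 library SD below zero, starting fluorescence within 5 deviations, no agonist response on first addition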;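 note: peak minus trough fluorescence over baseline after final BAM8-22 challenge near maximal dose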
Target sequence (Q96LB2 whole entry, looked up): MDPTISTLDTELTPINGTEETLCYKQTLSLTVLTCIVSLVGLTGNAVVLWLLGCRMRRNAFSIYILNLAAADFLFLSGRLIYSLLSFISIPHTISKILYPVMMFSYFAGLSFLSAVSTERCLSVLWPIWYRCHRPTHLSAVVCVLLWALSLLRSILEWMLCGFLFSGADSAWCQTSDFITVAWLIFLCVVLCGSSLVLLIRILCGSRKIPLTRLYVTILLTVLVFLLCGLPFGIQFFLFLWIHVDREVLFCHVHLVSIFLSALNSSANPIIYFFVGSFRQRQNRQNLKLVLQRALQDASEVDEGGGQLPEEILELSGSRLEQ
Active calls of the source: *; i = inactive.

Start of the data: the first 16 compounds, ahead of the listing:
SMILES	IEC-6 tox	KLF5 inhibitor	MrgX1 antagonist
Cc1cc(NC(=O)CSc2nnc(-c3c[nH]c4ccccc34)n2-c2ccc(F)cc2)no1	1	-4	i
C/C(Cl)=C\Cn1c(N2CCCCCC2)nc2c1c(=O)n(C)c(=O)n2C	-3	-18	i
CCOC(=O)c1cn(CC)c2ccc(S(=O)(=O)N3CC(C)CC(C)C3)cc2c1=O (stereo unspecified)	-4	-2	i
COCc1n[nH]c(=S)n1-c1cccc2ccccc12	-3	-6	i
CCN1/C(=C/c2ccc3ccc(C)cc3[n+]2CC)Sc2ccccc21	34*	-2	i
CCN1CCN(CCNC(=O)c2ccc(CS(=O)(=O)c3c(Cl)cccc3Cl)o2)CC1	3	3	i
CCOc1ccc(NS(=O)(=O)c2c(C)nc3sc(CC)nn3c2=O)cc1	2	-38	i
CC1=Nc2cc(C(=O)O)ccc2Sc2ccc(Br)cc21	-2	1	i
CCOC(=O)c1nc2nc(C)c(Cl)c(=O)n2[nH]1	-9	-23	i
O=C(NCC1CCCO1)C(c1cccs1)N(Cc1cccs1)C(=O)Cn1nnc(-c2cccs2)n1 (stereo unspecified)	-3	-30	i
Fc1ccccc1N1CCN(C(c2cccs2)c2nnnn2CCc2ccccc2)CC1 (stereo unspecified)	-2	-15	i
CCCCCCNc1cc2n(c(=O)n1)CCc1cc(OC)c(OC)cc1-2	-6	-16	i
CC(=O)N1CCc2cc(S(=O)(=O)CCC(=O)N3CCN(C(=O)c4ccco4)CC3)ccc21	-1	-10	i
O=C(CSc1nnc(-c2cccnc2)n1Cc1ccco1)N1c2ccccc2Sc2ccccc21	-6	-7	-4.5*
COc1cccc(/C(O)=C2\C(=O)C(=O)N(c3ccccn3)C2c2ccccc2OC)c1 (stereo unspecified)	0	-45	i
CCOC(=O)N1CCN(C(=O)c2ccc3c(c2)NC(=O)C(N2CCOCC2)S3)CC1 (stereo unspecified)	-7	-24	i

This part in full, previewed entries included:
SMILES	IEC-6 tox	KLF5 inhibitor	MrgX1 antagonist
Cc1cc(NC(=O)CSc2nnc(-c3c[nH]c4ccccc34)n2-c2ccc(F)cc2)no1	1	-4	i
C/C(Cl)=C\Cn1c(N2CCCCCC2)nc2c1c(=O)n(C)c(=O)n2C	-3	-18	i
CCOC(=O)c1cn(CC)c2ccc(S(=O)(=O)N3CC(C)CC(C)C3)cc2c1=O (stereo unspecified)	-4	-2	i
COCc1n[nH]c(=S)n1-c1cccc2ccccc12	-3	-6	i
CCN1/C(=C/c2ccc3ccc(C)cc3[n+]2CC)Sc2ccccc21	34*	-2	i
CCN1CCN(CCNC(=O)c2ccc(CS(=O)(=O)c3c(Cl)cccc3Cl)o2)CC1	3	3	i
CCOc1ccc(NS(=O)(=O)c2c(C)nc3sc(CC)nn3c2=O)cc1	2	-38	i
CC1=Nc2cc(C(=O)O)ccc2Sc2ccc(Br)cc21	-2	1	i
CCOC(=O)c1nc2nc(C)c(Cl)c(=O)n2[nH]1	-9	-23	i
O=C(NCC1CCCO1)C(c1cccs1)N(Cc1cccs1)C(=O)Cn1nnc(-c2cccs2)n1 (stereo unspecified)	-3	-30	i
Fc1ccccc1N1CCN(C(c2cccs2)c2nnnn2CCc2ccccc2)CC1 (stereo unspecified)	-2	-15	i
CCCCCCNc1cc2n(c(=O)n1)CCc1cc(OC)c(OC)cc1-2	-6	-16	i
CC(=O)N1CCc2cc(S(=O)(=O)CCC(=O)N3CCN(C(=O)c4ccco4)CC3)ccc21	-1	-10	i
O=C(CSc1nnc(-c2cccnc2)n1Cc1ccco1)N1c2ccccc2Sc2ccccc21	-6	-7	-4.5*
COc1cccc(/C(O)=C2\C(=O)C(=O)N(c3ccccn3)C2c2ccccc2OC)c1 (stereo unspecified)	0	-45	i
CCOC(=O)N1CCN(C(=O)c2ccc3c(c2)NC(=O)C(N2CCOCC2)S3)CC1 (stereo unspecified)	-7	-24	i
Cc1cc(C)n(-c2nc3sc4c(c3c3nnc(SC(C)C)n23)CC(C)(C)OC4)n1	-2	-10	i
Cc1ccc2cc(CCNS(=O)(=O)c3ccc(F)cc3)c(=O)[nH]c2c1	-3	-3	i
COc1cc2c(cc1OC)C(C(=O)NCC1COc3ccccc3O1)C(c1cccnc1)N(C)C2=O (stereo unspecified)	0	-5	i
CCOc1ccc2[nH]c(=O)c(=O)[nH]c2c1	6	7	i
Cc1nc2nc(COc3ccccc3)nn2c(C)c1Cl	-3	-26	i
CC1(C(=O)NCc2cc(F)cc(C(F)(F)F)c2)C=CC2(CCCCC2)N1C(=O)c1ccccc1 (stereo unspecified)	5	-13	i
COc1cc(/C=C(\C#N)c2nc3ccccc3s2)ccc1OCC(=O)Nc1ccccc1	7	-50	i
COc1ccc(CC(NC(C)=O)C(=O)N2CCN(C(=O)Nc3ccc(Cl)cc3)CC2)cc1OC (stereo unspecified)	-5	-2	i
CCOC(=O)c1ccc(NC(=O)CS(=O)(=O)c2cn(CC)c3ccccc23)cc1	4	5	i
C=CCN1C(=NC(=O)CCCC(=O)O)SC2CS(=O)(=O)CC21 (stereo unspecified)	3	-10	i
Clc1cccc(CN2COc3c(cc(Cl)c4cccnc34)C2)c1	-2	-4	i
Cc1noc(C)c1S(=O)(=O)N(CC(=O)Nc1ccc2c(c1)OCO2)c1ccc(C(C)C)cc1	1	-36	i
O=C(CSc1nnc(Cn2c(=O)sc3ccccc32)n1-c1ccccc1)NCc1ccco1	5	-21	i
Cc1ccc(-c2csc(NC(=O)CSc3nnc4c(n3)[nH]c3ccccc34)n2)cc1	-1	-41	i
Cc1ccsc1C(=O)NNC(=O)C1C2C=CC(C2)C1C(=O)O (stereo unspecified)	1	-84	i
CC(C(=O)NC(=O)NCc1ccccc1)N1C(=O)c2ccccc2C1=O (stereo unspecified)	4	-43	i
Nc1cccc2cnccc12	16	10	i
CCOC(=O)c1c(C)oc2c1c(C(c1ccncc1)N1CCOCC1)c(O)c1ccccc12 (stereo unspecified)	5	-20	i
COc1ccc(/C=C/C(=O)c2cc(Br)ccc(=O)c2O)cc1	-7	-26	i
CCc1nn(CC(=O)NCCCN(Cc2ccccc2)C(C)C)c(=O)c2cc3sccc3n12	8	10	i
O=C(NCCc1c[nH]c2ccccc12)C1CCN(c2nnc(N3CCCC3=O)s2)CC1	1	-22	i
CCOC(=O)c1c(NC(=O)CSc2nnc3c(n2)[nH]c2ccc(F)cc23)sc(C(C)=O)c1C	-1	-14	i
N#Cc1c(-c2ccccc2Cl)cc(C2CC2)nc1N	5	-4	i
Cc1ccc(C(=O)c2ccc(O)cc2)cc1C	2	-46	i
C[C@@H](C(=O)Nc1ccc2ccccc2c1)[C@H]1C[C@]1(C)[C@H](NC(=O)c1cccnc1)c1ccccc1	-3	-6	i
CC(C)CNC(=O)CCc1c[nH]c2ccccc12	4	5	i
COc1cc2c(cc1OC)C(C(=O)Nc1cccc(C)n1)C(c1cccnc1)N(C)C2=O (stereo unspecified)	-1	-26	i
CCOC(=O)c1cc2cc(-c3c(C(=O)OCC)oc4cc(O)cc(O)c4c3=O)ccc2o1	-4	-12	i
O=C(C1CCC1)N1CCC(c2nc3c(nnn3Cc3c(F)cccc3Cl)c(=O)[nH]2)CC1	6	12	i
Cc1ccc(C(=O)/C=C/c2cn(CC(O)CN3CCOCC3)c3ccccc23)cc1 (stereo unspecified)	-3	-22	i
CCC(=O)N1CCN(c2ccc(Cl)cc2NC(=O)Cc2ccccc2)CC1	-3	13	i
O=C(NC12CC3CC(CC(C3)C1)C2)c1ccc(COc2ccc(Cl)cc2[N+](=O)[O-])o1	-1	1	i
COc1ccc(N(CC(=O)N2CC=C(c3ccccc3)CC2)S(=O)(=O)c2c(C)noc2C)cc1	2	1	i
CCC(C(=O)O)N1C(=O)/C(=C/c2cccn2C)SC1=S (stereo unspecified)	-1	24	i
CCOc1cc(/C=N\NC(=O)Cc2ccccc2)ccc1OCC(=O)Nc1ccc(C)c(C)c1	-1	-2	i
O=C(c1ccccc1)N1CCN(Cc2ccccc2Br)CC1	18	24	i
COc1ccc(CNC(=O)Cn2c(=O)oc3ccccc32)cc1OC	-4	-13	i
Cc1cc(C)c(S(=O)(=O)c2ccccc2)c(OC(=O)c2ccc(Cl)cc2Cl)n1	-5	-51	i
CCOC(=O)CSc1nnc(CNC(=O)c2ccc(OC)cc2)n1Cc1ccccc1	6	-23	i
CC1CCCCC1NCC(=O)Nc1ccccc1-c1ccccc1 (stereo unspecified)	2	5	i
Cc1ccc2nc(-c3ccc(NC(=O)COC(=O)c4ccc(Br)o4)cc3)sc2c1	2	-48	i
CCC1CCCCN1C(=O)CSc1nnc(-c2ccco2)o1 (stereo unspecified)	6	-58	i
O=C1NC(=O)C(CC(=O)N(Cc2ccco2)C2(C(=O)NC3CCCCC3)CCCCC2)N1 (stereo unspecified)	3	-30	i
O=C(CN1CCCCCC1)NCCc1ccc(F)cc1	-3	-11	i

Remaining list, next part.
SMILES	IEC-6 tox	KLF5 inhibitor	MrgX1 antagonist
Cc1nc2c(sc3nc4c(cc32)COC(C)(C)C4)c(=O)o1	-4	0	i
COc1ccc(C2C(C(=O)Nc3cccc(C)n3)c3ccccc3C(=O)N2C)cc1OC (stereo unspecified)	-2	-18	i
O=C1CN(c2nnnn2-c2ccccc2)CCN1	3	0	i
CN(Cc1ccccc1)S(=O)(=O)c1ccc2[nH]cc(C(=O)NCC3CCCO3)c(=O)c2c1 (stereo unspecified)	-3	-18	i
Cn1c(=N)c(S(=O)(=O)c2ccccc2)cc2c(=O)n3ccccc3nc21	-3	-2	i
O=C(Nc1nc2ccccc2n1CCN1CCCC1)c1ccc(Cl)cc1	3	-28	i
O=C1NC2=C(CCc3ccccc32)C(c2ccc(Br)cc2)N1 (stereo unspecified)	7	9	i
COc1ccc(N(CN2C(=O)C3C4C=CC(C4)C3C2=O)C(=O)c2ccco2)cc1 (stereo unspecified)	2	-11	i
O=C(Cc1cscn1)c1ccc(O)cc1O	1	-9	i
N#CC(C#N)=C1C=CC=CN1/C(=C\c1ccco1)C(=O)c1ccccc1	74*	23	i
COc1ccc2c(c1)-c1nc(/N=C/c3ccc(O)c(OC)c3)sc1CC2	5	-27	i
CC(=O)N1C=CN(C(C)=O)C(c2cn(C)c3ccccc23)C1c1cn(C)c2ccccc12 (stereo unspecified)	-2	-27	i
CCOC(=O)CNC(=O)c1nn(-c2ccc(OCC)cc2)c(=O)c2ccccc12	-3	-20	i
O=CN/C=C/c1cc(O)ccc1O	6	11	i
c1ccc2c(NCCCN3CCOCC3)c3ccccc3nc2c1	5	-29	i
COCCN1C(=O)N[C@@H](c2ccccc2)C(C(=O)OC)=C1C	4	-19	i
O=C(Nc1ccc(Cl)cn1)c1cnn2cccnc12	1	-77	i
Cn1c(Cn2c(=O)sc3ccccc32)nnc1SCC(=O)Nc1ccc(Cl)cc1	2	-10	i
O=C(N/N=C\c1ccc(CNS(=O)(=O)c2ccc(Cl)cc2)o1)C(=O)Nc1ccc(Oc2ccccc2)cc1	-1	-7	i
COc1ccc(C(=O)Nc2ccc3c(c2)OCCO3)cc1	0	-16	i
Cc1ccc2nc(/C(C#N)=C/c3ccc(-c4cccc([N+](=O)[O-])c4)o3)[nH]c2c1	2	-2	i
N#C/C(=C/c1ccc(N2CCOCC2)o1)c1nc2ccccc2[nH]1	-2	-43	i
COc1cc(C2NC(=O)NC(O)(C(F)(F)F)C2C(=O)c2ccc(Cl)cc2)ccc1O (stereo unspecified)	-3	-15	i
O=c1c2ccsc2ncn1Cc1ccccc1F	-2	-2	i
O=C1CCc2cc(S(=O)(=O)N3CCC(C(=O)NCCC4=CCCCC4)CC3)ccc2N1	1	-52	i
COc1ccc(C2C(C(=O)Nc3cc(C)on3)c3ccccc3C(=O)N2C)cc1OC (stereo unspecified)	-7	-3	i
COc1ccc(C2CC(=O)Nc3ccccc3S2(=O)=O)cc1OC (stereo unspecified)	-1	-19	i
CCOc1ccc2nc(NC(=O)CCC(=O)c3cccs3)sc2c1	0	-123	i
COC(=O)c1ccc(C(NC(=O)OCc2ccccc2)/C(F)=C/[C@@H](C)C(=O)NCc2ccc(OC)c(OC)c2)cc1 (stereo partly specified)	-5	13	i
Fc1ccc(CSc2ncnc3c2oc2ccccc23)cc1	-1	-18	i
Cc1ccc2c(c1)-c1nc3ccccc3cc1C2=NC1CCCCC1	6	-113	i
COc1ccc(N2CCN(c3oc(COc4ccccc4)nc3C#N)CC2)cc1	-1	-15	i
CCOC(=O)Cc1csc(SCc2nc3sc4c(c3c(=O)[nH]2)CCC4)n1	-4	-34	i
CCCn1c(C)cc(C(=O)CN2C(=O)c3cccc(N)c3C2=O)c1C	6	-12	i
Cc1ccccc1N(C)S(=O)(=O)c1ccc2[nH]cc(C(=O)NCC3CCCO3)c(=O)c2c1 (stereo unspecified)	2	-25	i
Cc1ccc2nc(NC(=O)c3cccs3)sc2c1	0	-139	i
O=Cc1cn(-c2ccccc2)nc1-c1cc2c(ccc3ccccc32)oc1=O	4	-1	i
CCOC(=O)c1c(NC(=O)C(C)Sc2cccc[n+]2[O-])sc2c1CCN(Cc1ccccc1)C2 (stereo unspecified)	-17	11	i
COC(=O)[C@@]1(Cc2ccc(OC)cc2)[C@@H]2C(=CC(=O)[C@H]2CC(=O)C(=O)N2CCCC2)CN1C(=O)c1ccccc1	2	-11	i
O=C(CSc1nc2ccccc2o1)c1cc2ccccc2oc1=O	1	5	i
CCOC(=O)CSc1nnc(CNC(=O)c2ccc(OC)cc2OC)n1-c1ccc(OC)cc1	-9	-38	i
O=C1c2ccccc2C(=O)N1c1cccc(-c2csc(Nc3ccc4c(c3)OCO4)n2)c1	2	-6	i
N=c1n(Cc2ccc(Cl)cc2)c2ccccc2n1CC(O)c1ccco1 (stereo unspecified)	11	3	i

Only part of the results is shown (hit frequency here may not be typical).
